CRE-bla Fsk: Cell signaling CRE-BLA (Fsk stim). CHO CRE-bla reporter (cAMP response element driving beta-lactamase), forskolin EC10, beta-lactamase ratio. Potency, µM (titrated, usually from 38.2 µM), for inactives: at the highest dose activity change, negative = inhibition, hits mostly activators. 71,000 tested, 2.5% active. AID 662, 2007; active means well fitted activation curve with a large enough effect in the signal ratio, with a control signal flat, not every such curve was filed as active; inconclusive means small, poorly fitted or top-dose-only effect, or effect the other way, or a change in a side signal; the % refers to the signal ratio; further: potency means the concentration at half of the fitted maximal effect; % of control where 0% means no effect
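The 460nm/530nm emission ratio after CCF4 loading defined %Activity, from which AC50 values were obtained. CRE-bla CHO cells received compound dilution series together with an EC10 level of NKH 477 for 3 hours at 37 degrees Celsius.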
UbGFP stabilizer: Ubiquitin-GFP Assay | 67,000 tested, under 10 active | Ubiquitin-GFP reporter cells, proteasome inhibition, GFP fluorescence; response scale: untreated = 0%, 10 µM MG-132 = 100% | Potency, µM (highest dose often 45.9 µM), inactives show top-dose activation (GFP accumulation), usual class: activators | AID 526, 2006; active means well fitted activation curve with a large enough effect, not every such curve was filed as active; inconclusive means small, poorly fitted or top-dose-only effect, or another doubt; inactive means no such curve, though single readings can be large or run the other way; further: potency means the concentration at half of the fitted maximal effect
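U2OS cells expressing ubiquitin(G76V)-GFP, seeded overnight in 0.5% FBS medium, then treated 4 hr at 37 C across 46 uM to 2.9 nM. GFP-positive cells counted by laser cytometry (488 ex/515 em); %activity scaled between basal and 10 uM MG-132.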
GFP derepression: qHTS Assay for Epigenetic Modulators; mouse C127i GFP locus derepression, cytometry, 30 h; Potency, µM (top dose mostly 46.1 µM), for the others: top-dose GFP derepression (activation); 68,000 tested, 0.09% active; AID 597, 2007; further: % of control where 0% means no effect
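Murine C127i mammary cells carrying a silenced, stably integrated CMV-driven GFP reporter were treated with compound for 30 hours at 37 C. After PBS washes, GFP-positive cells were counted by laser-scanning microplate cytometry.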
ERK AVP inh: qHTS Assay for Inhibitors of the ERK Signaling Pathway using a Homogeneous Screening Assay; HEK293-V1b, vasopressin-stimulated pERK AlphaScreen; Potency, µM (titrated, usually from 57.5 µM), for inactives: at the top dose activity, negative = inhibition, usual class: inhibitors; 72,000 tested, 0.99% active; AID 995, 2007; further: potency means the concentration at half of the fitted maximal effect; on the % scale 0 is the no-effect control and ±100 the full control effect; nearly all actives have a fitted effect of over 55% in size
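Overnight-seeded V1b-HEK293 cells in 1% FBS got compound, then vasopressin (25 nM final, 5 min, 37C), then lysis buffer. AlphaScreen detection of phospho-ERK; activity normalized to basal and full-stimulation controls.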
HBB splicing: qHTS Assay for Modulators of Hemoglobin Beta Chain Splicing; HBB splicing reporter cell assay, activation; EGFP reporter with mutant IVS2-654 intron; response scale: normalised to 500 nM splice-correcting PNA; Potency, µM (series often up to 46.1 µM), without a hit: top-dose activation, usual class: activators; 65,000 tested, 0.06% active; further: potency means the concentration at half of the fitted maximal effect; 0% is about no effect
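HeLa cells stably expressing EGFP interrupted by mutant beta-globin intron 2 (IVS2-654), 500/well in 2% FCS. Treated with compound for 2 days at 37C. Splicing correction scored as total well GFP intensity (488 nm excitation, 500-520 nm emission); 500 nM antisense PNA served as control.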
Hsp90 Hop PPI: qHTS Assay for Disrupters of an Hsp90 Co-Chaperone Interaction. Hsp90 C-terminal peptide / TPR2A (Hop) interaction, human. AlphaScreen TPR2A-His6 binding biotin-Hsp90 C-terminal peptide. Potency, µM (titrated, usually from 57 µM), for the others: at the highest dose activity change, negative = inhibition. 71,000 tested, 0.44% active; active means well fitted curve in either direction with a large enough effect; inconclusive means small, poorly fitted or top-dose-only effect, or another doubt; further: potency means the concentration at half of the fitted maximal effect; on the % scale 0 is the no-effect control and ±100 the full control effect; many of its hits are not listed in these tables
DNA Pol III inh: qHTS Assay for Inhibitors of DNA Polymerase III Holoenzyme System. reconstituted DNA polymerase III holoenzyme replication, biochemical. Potency, µM (titrated, usually from 57.1 µM), without a hit: top-dose activity change, negative = inhibition. 71,000 tested, 0.25% active; further: potency means the concentration at half of the fitted maximal effect; on the % scale 0 is the no-effect control and ±100 the full control effect
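Reconstituted *E. coli* holoenzyme (0.35 nM Pol III, 1 nM beta, 154 nM SSB, 2 nM primase) was preincubated with compound for 15 min at RT. Synthesis on 1.4 nM ssM13Gori ran 35 min, then was stopped with PicoGreen/EDTA and read as dsDNA fluorescence.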
Tau filament bind: qHTS Assay for Tau Filament Binding; Microtubule-associated protein tau (Homo sapiens), P10636; recombinant tau filaments, thioflavin S fluorescence, 15 h; filaments grown with octadecylsulfate alongside compound; Potency, µM (doses to about 57.1 µM), for the others: at the highest dose activity change, negative = inhibition; 71,000 tested, 2% active; AID 596, 2007;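 further: potency means the concentration at half of the fitted maximal effect; on the % scale 0 is the no-effect control and ±100 the full control effect; actives lower thioflavin S fluorescence by blocking filaments or displacing dye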
Target sequence (P10636 whole entry, looked up): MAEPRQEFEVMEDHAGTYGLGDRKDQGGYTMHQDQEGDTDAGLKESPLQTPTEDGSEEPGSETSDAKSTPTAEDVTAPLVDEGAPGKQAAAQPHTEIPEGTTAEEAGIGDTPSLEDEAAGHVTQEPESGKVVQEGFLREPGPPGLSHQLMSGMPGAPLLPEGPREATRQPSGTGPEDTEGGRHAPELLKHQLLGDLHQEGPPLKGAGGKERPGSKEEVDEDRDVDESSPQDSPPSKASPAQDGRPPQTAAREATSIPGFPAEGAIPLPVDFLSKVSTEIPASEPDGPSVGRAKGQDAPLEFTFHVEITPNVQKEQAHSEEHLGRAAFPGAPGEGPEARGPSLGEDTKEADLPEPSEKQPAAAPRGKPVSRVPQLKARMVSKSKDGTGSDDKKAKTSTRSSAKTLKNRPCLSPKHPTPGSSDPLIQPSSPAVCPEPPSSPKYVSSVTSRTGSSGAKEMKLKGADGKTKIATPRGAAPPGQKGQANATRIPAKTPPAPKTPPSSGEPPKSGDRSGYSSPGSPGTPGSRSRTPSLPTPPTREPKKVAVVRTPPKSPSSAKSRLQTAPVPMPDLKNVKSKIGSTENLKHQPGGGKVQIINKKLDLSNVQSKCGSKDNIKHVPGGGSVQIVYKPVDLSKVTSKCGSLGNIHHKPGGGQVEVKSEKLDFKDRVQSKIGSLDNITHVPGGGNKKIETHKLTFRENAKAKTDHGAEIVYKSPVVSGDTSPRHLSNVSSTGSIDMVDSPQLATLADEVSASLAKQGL
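Tau 2 uM in ThS buffer dispensed; compound added; 60 uM ODS added (finals 1 uM tau, 30 uM ODS); 15 h 37 C; fluor ex450/em510.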
FLuc inh: qHTS Assay for Inhibitors of Firefly Luciferase; purified firefly luciferase, luminescence, 8 min; Potency, µM (top dose mostly 57.1 µM), inactives show top-dose activity change, negative = inhibition, actives largely listed as inhibitors; 72,000 tested, 2.2% active; further: potency means the concentration at half of the fitted maximal effect; on the % scale 0 is the no-effect control and ±100 the full control effect; nearly all actives have a fitted effect of over 40% in size
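Inhibition of light generation by firefly luciferase from ATP and luciferin was profiled with concentration-response curves per sample, ATP held at 10 uM within the enzyme's linear range. Plates were read by luminescence after an 8-minute ambient incubation.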
HADH2 inhib: qHTS Assay for Inhibitors of HADH2 (Hydroxyacyl-Coenzyme A Dehydrogenase, Type II); 73,000 tested, 3.4% active; AID 886, 2007; recombinant HADH2, NADH fluorescence, beta-hydroxybutyryl-CoA; 3-hydroxyacyl-CoA dehydrogenase type-2 (Homo sapiens), Q99714; Potency, µM (doses to about 57.1 µM), for inactives: at the top dose activity change, negative = inhibition, most hits filed as inhibitors; further: potency means the concentration at half of the fitted maximal effect; on the % scale 0 is the no-effect control and ±100 the full control effect; nearly all actives have a fitted effect of over 60% in size; many of its hits are not listed in these tables
Target sequence (Q99714 whole entry, looked up, one chain of several): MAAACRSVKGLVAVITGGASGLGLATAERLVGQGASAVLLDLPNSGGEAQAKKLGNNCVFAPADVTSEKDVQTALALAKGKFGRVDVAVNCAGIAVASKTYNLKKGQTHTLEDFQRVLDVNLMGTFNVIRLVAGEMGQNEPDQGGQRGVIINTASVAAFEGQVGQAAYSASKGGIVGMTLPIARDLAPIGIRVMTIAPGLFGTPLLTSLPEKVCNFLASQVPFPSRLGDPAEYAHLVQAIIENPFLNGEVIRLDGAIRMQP
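Activity measured as NADH fluorescence gain (360/450 nm), taken as the change between first and last reads of a 4-min kinetic run. Conditions: pH 9.0 Tris buffer, 20 nM E. coli-expressed His-tagged enzyme, 1 mM NAD+, 90 uM beta-hydroxybutyryl-CoA; 15-min compound preincubation.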
ALOX15 inhib: qHTS Assay for Inhibitors of 15-hLO (15-human lipoxygenase); purified 15hLO-1, xylenol orange hydroperoxide absorbance; Potency, µM (series often up to 57.1 µM), for inactives: at the top dose activity change, negative = inhibition, usual class: inhibitors; 74,000 tested, 1.4% active; AID 887, 2007; further: potency means the concentration at half of the fitted maximal effect; on the % scale 0 is the no-effect control and ±100 the full control effect; nearly all actives have a fitted effect of over 55% in size
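Compounds were preincubated 15 min at room temperature with 40 nM purified human enzyme (25 mM Hepes pH 7.5, 0.01% Triton X-100); 50 uM arachidonic acid reacted 6 min. Fe-xylenol orange detection, 30 min, absorbance ratio 573/405 nm.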
Starred values were filed as active, the others as inactive; ? = inconclusive; nt = no result given; [ ] = dose if it differs, or a comment. Unless noted, the call rests on the fitted dose curve; in most records, active means well fitted curve in the direction sought with a large enough effect; inconclusive means small, poorly fitted or top-dose-only effect, or another doubt; inactive means no such curve, though single readings can be large; an effect the other way counts as inactive or inconclusive.

Sequence of screens: CRE-bla Fsk	UbGFP stabilizer	GFP derepression	ERK AVP inh	HBB splicing	Hsp90 Hop PPI	DNA Pol III inh	Tau filament bind	FLuc inh	HADH2 inhib	ALOX15 inhib
- COCCCNC(=O)c1cc2c(-c3ccc(Cl)cc3)nn(C)c2s1
 : 3.2µM*	-12%	nt	-1%	-0.5%	-4%[2.3 µM]	-19%	133%	1%	?	-13%
- CCOC(=O)C1CCCN(Cc2cc(Br)c(OC)cc2OC)C1 (centres undefined)
 : 0%	?	8%	-25%	-0.6%	-5%	-1%	-6%	2%	5%	1%
- C=CCNc1ncnc2c1cnn2-c1cccc(C)c1
 : ?	19%	nt	nt	0.0%	-3%	-3%	10%	10µM*	-22%	-23%
- Cc1ccc(C2C(C#N)=C(N)SC(N)=C2C#N)o1
 : 17%	9%	0%	-21%	-0.1%	-10%	-7%	-2%	-7%	2.5µM*	6.3µM*
- CCCc1cc(C(=O)Nc2ccccc2C(=O)OC)no1
 : 9%	-13%	-3%	57%[activator]	-0.8%	21%	-10%	23%	-14%	?	4%
- COc1cc(CNCc2ccc(OC)c(OC)c2OC)cc(OC)c1
 : -15%	11%	-1%	-15%	-1.4%	-3%	0%	-25%	4%	-2%	-11%
- CC(C)OC(=O)CSc1nc2ncccc2[nH]1
 : -4%	-7%	0%	-1%	-3.5%[57.5 µM]	2%	-2%	9%	2%	-9%	0%
- Cc1sc(NC(=O)CSc2nnc(-c3ccccc3)o2)c(C#N)c1C
 : 10%	6%	-3%	-14%	nt	-5%	-3%	15%	-6%	1%	5%
- O=C1c2ccccc2NC(c2ccncc2)N1c1ccccn1 (centres undefined)
 : -3%	3%	-4%	8%	0.4%[9.22 µM]	0%	-1%	10%	-2%	32µM*	11%
- CCOC(=O)c1c(NC(=O)c2ccco2)sc(C(=O)N2CCCC2)c1C
 : 13µM*	16%	5%	?	-4.1%	0%	-4%	28%	1%	8%	3%

Part of the list above in order of SMILES length, smallest number first.
Sequence of screens: CRE-bla Fsk	UbGFP stabilizer	GFP derepression	ERK AVP inh	HBB splicing	Hsp90 Hop PPI	DNA Pol III inh	Tau filament bind	FLuc inh	HADH2 inhib	ALOX15 inhib
- C=CCNc1ncnc2c1cnn2-c1cccc(C)c1
 : ?	19%	nt	nt	0.0%	-3%	-3%	10%	10µM*	-22%	-23%
- CCCc1cc(C(=O)Nc2ccccc2C(=O)OC)no1
 : 9%	-13%	-3%	57%[activator]	-0.8%	21%	-10%	23%	-14%	?	4%
- CCOC(=O)c1c(NC(=O)c2ccco2)sc(C(=O)N2CCCC2)c1C
 : 13µM*	16%	5%	?	-4.1%	0%	-4%	28%	1%	8%	3%

(cont.)
Sequence of screens: CRE-bla Fsk	UbGFP stabilizer	GFP derepression	ERK AVP inh	HBB splicing	Hsp90 Hop PPI	DNA Pol III inh	Tau filament bind	FLuc inh	HADH2 inhib	ALOX15 inhib
- COCCn1c(=O)[nH]c2cc(C(=O)NCCc3ccc(OC)c(OC)c3)ccc2c1=O
 : -4%	1%	2%	8%	-0.6%	-4%	-1%	9%	-3%	6%	5%
- COc1ccc2oc(C)c(C(=O)Cn3ccnc3)c2c1
 : 26%	0%	-2%	-18%	-0.2%	-7%	-11%	11%	-1%	10%	-2%
- COc1ccc(OC)c(-n2cc3c(=O)n(C)c(=O)n(C)c3c2)c1
 : ?	-1%	-2%	-24%	-3.8%[57.5 µM]	-18%	3%	?	-1%	-8%	1%
- COc1ncc2nc(-c3cccs3)c(=O)n(Cc3cccs3)c2n1
 : 2.5µM*	4%	8%[9.22 µM]	-2%	0.5%	-6%	-2%	159%	0%[11.4 µM]	-3%	-3%
- CCOc1ccc(CNC(=O)NS(=O)(=O)c2ccc(OC)cc2)cc1
 : -7%	4%	-2%	2%	1.9%[57.5 µM]	2%	1%	-3%	2%	11%	8%
- CCN(CC)c1cc(C)c2cc(NC(=O)CNC(C)=O)ccc2n1
 : 10%	-7%	-2%	0%	-0.2%	-7%	1%	11%	-11%	116%[activator]	-10%
- O=C(O)C1CSC(c2ccccc2)N1C(=O)c1ccco1 (centres undefined)
 : -8%	5%	0%	5%	nt	5%	-3%	1%	4%	?	5%
- O=C1C=C(NCc2ccncc2)CC(c2ccccc2)C1 (centres undefined)
 : 0%	5%	-2%	9%	0.1%[9.22 µM]	-3%	2%	-4%	1%	3%	3%
- Cc1ccc(OCc2nnc(SCc3nc4ccccc4[nH]3)n2Cc2ccco2)cc1
 : ?	nt	-2%	32µM*	3.7%[0.369 µM]	-12%	2%	-7%	-3%	-5%	5%
- CN(Cc1ccco1)c1ncncc1-c1cccc(NS(C)(=O)=O)c1
 : -4%	-7%	-2%[9.22 µM]	-2%	0.8%	-3%	-4%	9%	0%[2.29 µM]	?	?
- Cc1ccc(C(C(=O)NC2CCCC2)N(Cc2cccs2)C(=O)CNC(=O)c2cccs2)o1 (centres undefined)
 : -14%	-1%	-1%	-20%	0.6%	-4%	-1%	-11%	1%	0%	-10%
- CC(=O)[C@@H]1[C@@H]2C(=O)N(Cc3ccccc3)C(=O)[C@@H]2C2c3ccccc3C=CN21 (some centres undefined)
 : -11%	-2%	-2%	-24%	2.0%[57.5 µM]	-8%	-3%	381%	0%	17%	?
- CC1(C)Cc2c(c(=S)nc(-c3ccccc3)n2CCCN2CCOCC2)CO1
 : ?	1%	3%	-5%	0.6%[57.5 µM]	-4%	-4%	-4%	3%	?	-10%
- CN1CCC2(CC1)Nc1nc(SCc3ccc(Cl)cc3)nn1C1=C2CN(C)CC1
 : -11%	-10%	-1%	-3%	-0.8%	-1%	-4%	45%	3%	13%	7%
- O=C(CSc1nncs1)NCc1ccc2c(c1)OCO2
 : -5%	-3%	2%	0%	0.1%[57.5 µM]	-2%	-7%	-5%	1%	1%	-2%
- Cc1ccccc1Cn1c(=O)c2c(nc3n2CCCN3Cc2ccccc2)n(C)c1=O
 : -3%	-3%	2%	-29%	1.7%[0.369 µM]	-5%	-3%	15%	2%	-6%	-21%
- Cc1ccc2[nH]c(=O)c(C(c3nnnn3CC3CCCO3)N3CCOCC3)cc2c1 (centres undefined)
 : -2%	2%	2%	-3%	0.2%[57.5 µM]	-1%	2%	-13%	0%	?	15%
- COCCCNC(=O)C1CCN(C(=O)c2cc3sccc3n2Cc2ccc(F)cc2)CC1
 : ?	-12%	-1%	12%	-1.3%	4%	2%	1%	3%	11%	0%
- COc1ccc2nc(NC3=NCN(CC4CCCO4)CN3)nc(C)c2c1 (centres undefined)
 : 5%	-1%	0%	4%	nt	-1%	-14%	-17%	-1%	2%	-8%
- CCc1ccc(-c2nc(CS(=O)CC(=O)NCc3cccnc3)c(C)o2)cc1 (centres undefined)
 : -24%	7%	7%	25%	0.2%	2%	2%	-14%	-6%	-17%	-4%
- Cn1c(=O)c2c(nc(SCC(=O)Nc3ccccc3)n2C)n(C)c1=O
 : 22%	6%	-4%	-16%	-0.4%	-1%	-9%	0%	2%	-2%	-1%

In the list so far, these contain a cyano group:
Sequence of screens: CRE-bla Fsk	UbGFP stabilizer	GFP derepression	ERK AVP inh	HBB splicing	Hsp90 Hop PPI	DNA Pol III inh	Tau filament bind	FLuc inh	HADH2 inhib	ALOX15 inhib
- Cc1ccc(C2C(C#N)=C(N)SC(N)=C2C#N)o1
 : 17%	9%	0%	-21%	-0.1%	-10%	-7%	-2%	-7%	2.5µM*	6.3µM*
- Cc1sc(NC(=O)CSc2nnc(-c3ccccc3)o2)c(C#N)c1C
 : 10%	6%	-3%	-14%	nt	-5%	-3%	15%	-6%	1%	5%

Only part of the results is shown; the hit share may differ from the screen's.
